# SR-BI DiI-HDL act – SR-BI HDL lipid transfer activation; CHO ldlA[mSR-BI] cells, DiI-HDL uptake fluorescence, 3 h; 100 = double the neutral-control signal; activation, % at 12.5 µM; 0.096% of 320,000 active;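 active = mean replicate activation of at least 60% and every replicate at or above 60%; inconclusive = mean or all-replicate condition met, but not both; inactive = mean below 60% and not all replicates reaching 60%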;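 note: 0% = median plate neutral-control signal and 100% = twice that signal; values of inactives mirror those of a sister screen read the other way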
#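 material = CHO ldlA[mSR-BI] cells | medium = Ham's F12 with 0.5% BSA, HEPES 25 mM, pH 7.4 | reagent = fluorescent DiI-HDL, 10 µg/mL final | compound dosing = single-point compound dose | incubation = 3 h, 37 °C | measured by = bottom-read fluorescence, 550/595 nm | measure = HDL uptake via cellular fluorescence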
# PKA-R2B act – activates the human PKA-R2B holoenzyme complex. P22694+P31323. PKA-R2B holoenzyme dissociation, Cy5-IP20 fluorescence polarization; R2B truncated from residue 108, S112A mutant; 0% DMSO only, 100% 113 µM cGMP. activation, % at 11.4 µM. 0.079% of 340,000 active. AID 504700;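 active = activation above a cutoff set at the mean over all compounds plus 3 SD, cut at about 18% in these data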;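 note: higher means more holoenzyme dissociation and a rise in polarization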
# dFosB activator – mouse delta FosB homodimer activation; purified delta FosB, TAMRA-CDK5 oligo fluorescence polarization; percent of positive-control signal above neutral wells; P13346; 0.99% of 340,000 active; activation, % at 25 µM;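 active = mean activation above about 17%, with every replicate also reaching it, limit read from the data, passing the limit was not always enough; inconclusive = only one of the two conditions met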;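 note: fluorescence polarization rise as delta FosB binds a TAMRA Cdk5 AP-1 oligo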
# Target sequence (P13346 whole entry, looked up): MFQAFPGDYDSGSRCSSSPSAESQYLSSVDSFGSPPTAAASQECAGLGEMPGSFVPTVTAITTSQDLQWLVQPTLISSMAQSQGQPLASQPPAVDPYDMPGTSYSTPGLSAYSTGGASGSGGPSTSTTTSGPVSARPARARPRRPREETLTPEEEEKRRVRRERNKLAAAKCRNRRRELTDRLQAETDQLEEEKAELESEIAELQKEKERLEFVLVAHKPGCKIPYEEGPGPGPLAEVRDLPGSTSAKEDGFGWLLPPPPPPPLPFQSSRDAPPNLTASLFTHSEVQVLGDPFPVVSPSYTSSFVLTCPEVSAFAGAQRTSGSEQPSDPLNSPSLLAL
# CDK5 p35 inh – blocks human CDK5/p35 kinase activity; Recombinant CDK5/p35, ADP-Glo luminescence, 60 min; inhibition, % at 10 µM; 0.01% of 330,000 active; AID 488839;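 active = highest replicate inhibition of at least 50% and at least 75% of replicates reaching 50%; inconclusive = only one of the two criteria met; inactive = both criteria failed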;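 note: plate controls were DMSO neutral control for no effect and GW8510 at 10 µM for full effect; many of its hits are not listed in these tables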
# Target sequence (Q00535 whole entry, looked up): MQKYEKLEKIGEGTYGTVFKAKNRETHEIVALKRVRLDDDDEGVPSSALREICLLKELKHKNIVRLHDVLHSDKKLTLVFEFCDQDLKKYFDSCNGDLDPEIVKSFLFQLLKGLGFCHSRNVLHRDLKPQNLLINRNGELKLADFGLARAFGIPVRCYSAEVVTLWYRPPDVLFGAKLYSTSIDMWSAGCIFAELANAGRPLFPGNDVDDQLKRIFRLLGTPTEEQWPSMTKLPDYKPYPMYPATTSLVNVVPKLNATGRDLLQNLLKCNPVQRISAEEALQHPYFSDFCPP
# Target sequence (Q15078 whole entry, looked up): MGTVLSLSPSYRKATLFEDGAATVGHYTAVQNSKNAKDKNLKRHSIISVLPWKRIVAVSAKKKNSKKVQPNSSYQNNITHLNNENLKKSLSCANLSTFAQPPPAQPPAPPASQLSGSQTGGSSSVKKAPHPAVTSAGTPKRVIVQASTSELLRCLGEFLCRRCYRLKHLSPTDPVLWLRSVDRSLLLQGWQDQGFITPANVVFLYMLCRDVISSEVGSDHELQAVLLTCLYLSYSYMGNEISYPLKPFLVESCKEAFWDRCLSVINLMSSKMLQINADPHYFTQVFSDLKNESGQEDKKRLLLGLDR
# PKA-R1A act – activates the PKA-R1A holoenzyme complex; P00514+P68181; PKA-R1A dissociation, Cy5-IP20 fluorescence polarization; scaled: DMSO 0%, 113 µM cGMP 100%; activation, % at 11.4 µM; 0.083% of 340,000 active;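 active = percent activation above the mean of all tested compounds plus 3 SD, cut at about 19% in these data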;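 note: higher means more PKAc released from R1A so a rise in polarization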
# MITF act – increases MITF-driven TRPM1 promoter luciferase signal; SK-MEL-5 TRPM1-promoter luciferase, 24 h; % of positive control, neutral wells = 0; activation, % at 12.5 µM; 0.75% of 300,000 active; AID 588334;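 active = mean activation of at least 80% with every replicate also reaching 80%; inconclusive = mean reaches 80% but some replicate falls short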;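 note: 0% = neutral control wells and 100% = parthenolide positive control wells; values of inactives mirror those of a sister screen read the other way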
# DSG3 Ab inh – blocks pemphigus antibody binding to human desmoglein-3 | P32926 | DSG3-coupled beads, scFv-anti-DSG3-GFP binding, flow cytometry; active compounds read low | binding (percent of control), % at 10 µM | 0.48% of 310,000 active | AID 588358;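 active = binding more than 3 SD below its plate's average and above zero; inconclusive = below that plate limit but binding exactly zero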;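 note: hits lower antibody fragment binding to DSG3; some compounds called inactive have numbers as strong as hits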
# Arr AP2 block – inhibitors of human beta-arrestin and AP2 interaction; FITC-arrestin peptide / GST-AP2 beads, flow cytometry; AP2 beta2 appendage carries R879A mutation; inhibition, % at 10 µM; 0.31% of 340,000 active; AID 504490;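 active = inhibition above a set limit, near 3 SD of compounds lacking own fluorescence, cut at about 54% in these data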;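 note: plate controls were DMSO wells for no effect and 5 µM unlabelled arrestin peptide for full effect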
#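 Assay system: GST-AP2 R879A bound to glutathione beads, E. coli-expressed; Medium: PBS with 0.05% Tween 20 and 0.1% BSA; Also added: fluorescein-tagged arrestin peptide at 50 nM final; Timing: 12 min plus 1 h, RT; Measured by: flow cytometry, FL1 (488/535 nm); Evaluation: percent drop in bead-associated FITC signal.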
# SR-BI HDL uptake – blocks mouse SR-BI lipid uptake from DiI-HDL; Q61009; ldlA[mSR-BI] CHO cells, DiI-HDL uptake fluorescence, 3 h; inhibition, % at 12.5 µM; 0.96% of 320,000 active; AID 488896;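 active = mean replicate inhibition of at least 70% and a set share of replicates each scoring 70 or more; inconclusive = meets just one of the two criteria; inactive = fails both criteria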;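 note: 0% = median of neutral control wells and 100% = median of positive control wells; values of inactives mirror those of a sister screen read the other way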
# NSD2 HMT inh – blocks human histone methyltransferase NSD2 | O96028 | NSD2 peptide methylation, AlphaScreen, 120 min | inhibition, % at 12.5 µM | 0.54% of 310,000 active; in the data active = inhibition above about 50%
# SUMO Mot1 rescue – SUMOylation pathway inhibition by Mot1-301 growth rescue. S. cerevisiae Mot1-301 growth rescue, ATP luminescence, 38.5C; percent above DMSO median, 100 means doubled. growth rescue, % at 18.8 µM. 1% of 320,000 active. AID 2716;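 active = every valid replicate shows activation above 250% relative to neutral control wells; inactive = the rest, any valid replicate at or below 250%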;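 note: OY570 slx delta 5 strain wells were the positive control but not used for scaling; some compounds called inactive have numbers as strong as hits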
# The depositor's hits bear a star; ? = inconclusive; / = not tested or not shown. Rows are unselected; 4.7% or so of the library scored in one or more.
dFosB activator,SR-BI HDL uptake,SR-BI DiI-HDL act,CDK5 p35 inh,MITF act,NSD2 HMT inh,DSG3 Ab inh,PKA-R2B act,Arr AP2 block,Structure,SUMO Mot1 rescue,PKA-R1A act
5.2,-16.0,16.0,0.5,-7.4,0.0,96.7,-5.3,-2.4,O=c1[nH]c2cc3c(cc2cc1CN(CC1CCCO1)S(=O)(=O)c1ccc(Cl)cc1)OCCO3 (centres undefined),4.6,-3.2
5.0,-41.8,41.8,-2.5,-5.2,-0.5,106.8,-1.8,-4.5,CC(C)(C)c1ccc(-c2noc(CCC(=O)N3CCOCC3)n2)cc1,-3.9,-9.1
6.0,7.9,-7.9,-1.6,-11.6,-1.3,108.5,1.6,-3.3,Cn1c(=O)c2c(ncn2CC(COCc2ccc(Cl)cc2)OCc2ccc(Cl)cc2)n(C)c1=O (centres undefined),-20.7,-10.7
-11.9,/,/,-1.4,-10.9,15.9,/,-7.8,5.3,COc1ccc(S(=O)(=O)N(CC(=O)N/N=C/c2ccc(C(=O)O)cc2)Cc2ccccc2)cc1OC,57.8,-4.1
-14.6,/,/,-0.2,2.7,10.8,90.5,-0.3,7.4,Cc1ccccc1Nc1c(-c2cccnc2)nc2cccc(C)n12,-8.6,-3.3
-3.1,-16.0,16.0,2.5,-0.3,-1.1,101.6,2.6,15.2,O=C(NC1c2ccccc2Oc2ccccc21)c1ccc([N+](=O)[O-])cc1,/,-4.6
-10.8,26.4,-26.4,0.2,-17.5,1.5,116.6,-1.5,0.8,NS(=O)(=O)c1ccc(NC(=O)COC(=O)COc2ccc3ccccc3c2)cc1,217.2,-17.1
-4.1,-1.2,1.2,-0.6,1.9,/,100.3,-17.6,-7.7,Cc1cccc(NC(=O)c2nc[nH]c2C(=O)N[C@@H](Cc2ccccc2)C(=O)OCc2ccccc2)c1,-8.8,-11.9
-2.6,19.6,-19.6,0.1,-3.0,-2.6,103.3,-1.2,-4.9,CCn1nnnc1SCC(=O)Nc1sc(C)c(C)c1C#N,156.4,-6.5
-6.2,-14.1,14.1,-4.3,5.6,-2.2,/,-2.9,10.0,CC(=O)c1ccc(NC(=O)CC(NCCC2=CCCCC2)C(=O)O)cc1 (centres undefined),17.6,-6.9
-2.0,3.8,-3.8,-8.2,3.1,-0.3,96.9,-17.8,-2.5,CNS(=O)(=O)c1cccc(C(=O)NNC(=O)CN(C)S(=O)(=O)c2ccc(Cl)cc2)c1,8.7,-14.3
-15.2,/,/,-0.4,5.4,-5.5,83.1,10.5,-10.3,COC(=O)c1ccc(NCC(=O)Nc2cc(C)cc(C)c2)cc1,4.3,-5.7
-5.9,?,-72.2,0.6,-49.0,-1.6,102.7,-6.9,-11.3,N#C/C(=C\Nc1ccc2cn[nH]c2c1)c1nc(-c2ccc(Cl)cc2)cs1,17.4,-2.4
-0.8,0.3,-0.3,-0.1,-0.9,-5.8,105.6,-2.5,-10.1,C=CCSc1ncccc1C(=O)O,-3.5,2.9
1.5,-2.9,2.9,-0.9,-3.0,0.9,100.5,-1.7,1.8,Cc1ccc(NC(=O)CCc2nc(-c3cccs3)no2)c(Br)c1,-5.9,9.6
-8.0,17.5,-17.5,-0.9,74.5,13.5,98.9,-0.1,-10.2,NS(=O)(=O)c1ccc2nc(NC(=O)c3ccc(Br)o3)sc2c1,3.8,-1.4
-6.4,1.2,-1.2,-3.3,2.9,-1.5,/,-5.8,8.6,CCOC(=O)c1cnn(CCOC(=O)c2cccs2)c1NC(=O)c1cccs1,/,-13.9
2.2,14.7,-14.7,-1.3,8.1,-1.7,101.5,-10.6,13.2,COc1ccc(C)cc1S(=O)(=O)n1nc(C)cc1C,351.2,-1.9
-4.4,15.1,-15.1,2.5,-57.6,6.0,/,-2.2,12.7,O=C(c1cc([N+](=O)[O-])ccc1N1CCOCC1)N1CCN(c2ccccc2)CC1,5.2,8.1
-9.6,25.8,-25.8,-1.8,-0.1,-0.7,89.8,-12.9,1.1,O=C(COC(=O)c1oc2ccccc2c1CSc1ccc(Cl)cc1)NC1CCCC1,-4.5,-6.1
4.3,14.3,-14.3,-0.3,-5.5,-2.5,77.1,-5.6,-1.2,COc1ccc2nc(C)cc(SCC(=O)N/N=C/c3c(OC)ccc4ccccc34)c2c1,-4.2,-0.7
-2.5,-19.5,19.5,0.5,10.8,-0.2,96.5,-7.9,25.6,O=C(Nc1cccc2ccccc12)N(c1ccccc1)c1ccccc1,/,8.2
-2.8,-8.6,8.6,0.1,-7.1,3.2,114.8,0.3,7.3,CCOC(=O)CN1C(=O)C(O)(c2c(C)[nH]c3ccccc23)c2ccccc21 (centres undefined),-6.7,8.5
5.5,-8.1,8.1,-2.2,2.9,0.2,116.5,-0.6,-5.8,CCCc1nc2cc3c(cc2[nH]1)n(C)c(=O)n3C,-7.2,-16.3
0.7,-8.7,8.7,0.8,5.5,0.4,114.6,-14.0,2.5,O=C(CNC(=S)N(CCCN1CCOCC1)Cc1cccs1)NCCCN1CCOCC1,-4.6,-9.1

# Additional records
dFosB activator,SR-BI HDL uptake,SR-BI DiI-HDL act,CDK5 p35 inh,MITF act,NSD2 HMT inh,DSG3 Ab inh,PKA-R2B act,Arr AP2 block,Structure,SUMO Mot1 rescue,PKA-R1A act
?,78.9*,-78.9,-2.2,-26.4,-1.4,108.7,-3.6,12.3,COc1ccccc1/C=N/NC(=O)c1ccc(-c2ccccc2)cc1,27.9,-10.3
-7.6,2.9,-2.9,-0.7,-5.2,5.5,95.0,-0.5,1.9,OCC(CO)(CO)NCC(O)CN1c2ccccc2Sc2ccccc21 (centres undefined),-5.5,-2.0
3.5,1.0,-1.0,0.9,1.1,/,102.9,-7.7,4.3,CC(=O)[C@H]1[C@H](CCc2ccccc2)NC(=O)N(Cc2ccccc2)[C@@H]1C,-0.2,0.9
4.8,-11.4,11.4,-0.2,/,-1.1,/,-1.0,10.5,CC1(C)CC(=O)c2cc(C(=O)O)c(=O)n(-c3ccccc3)c2C1,-7.6,-5.8
-6.9,32.4,-32.4,0.8,5.7,-4.1,92.3,8.6,-4.2,Cc1ccc(C(=O)N/N=C\C=C\c2ccccc2[N+](=O)[O-])cn1,8.5,-6.2
-7.3,-1.8,1.8,-0.7,/,1.1,87.7,/,-5.8,CC1c2ccsc2CCN1C(=O)NC(=O)c1ccc(Cl)cc1 (centres undefined),17.6,/
-0.3,21.6,-21.6,-0.5,-7.4,-2.9,129.3,10.7,7.2,CC(NC(=O)C(=O)NN=C1CCC(C(C)(C)C)CC1)c1ccccc1 (centres undefined),4.8,3.6
-4.6,17.0,-17.0,0.6,36.9,4.3,100.5,-2.9,1.0,Cc1cc(C)c2nc(N3CCCC(C(=O)NCCCN4CCOCC4)C3)sc2c1 (centres undefined),-8.9,-9.2
-3.2,-11.1,11.1,-3.2,-54.7,-1.7,94.8,2.0,-0.8,CCC(=O)NC(c1cccs1)c1cc(Cl)c2cccnc2c1O (centres undefined),-6.2,6.6
-7.4,25.6,-25.6,-5.4,21.2,1.5,103.8,0.1,-8.6,CC1CN(Cc2csc(-c3ccc(Cl)cc3)n2)CC(C)O1 (centres undefined),50.0,-4.0
5.4,-6.7,6.7,1.7,47.0,-2.3,82.7,2.8,-6.1,Cc1ccc(C)c(Nc2nc(N)c3ccccc3n2)c1,9.8,-9.7
0.5,9.8,-9.8,0.7,/,4.5,119.7,1.9,0.9,Cc1ccccc1N/C(SCc1ccc(Cl)cc1)=C(/C#N)C(=O)NCc1ccco1,5.1,-2.8
-17.7,14.5,-14.5,1.8,9.2,0.1,102.1,-3.1,-13.4,CCC(C)NC(=O)CCC(=O)Nc1ccc2nc(N3CC(C)CC(C)C3)cc(C)c2c1 (centres undefined),1.1,-6.8
3.8,-9.9,9.9,-0.6,-2.1,/,105.8,1.9,0.5,CCCC[C@@H]1C=C(C(=O)O)[C@H](c2ccc(Cl)cc2)N1S(=O)(=O)c1ccc(C)cc1,52.5,-2.5
2.9,-2.7,2.7,-1.1,-0.3,-0.6,96.0,13.1,-3.3,O=C(CCCC(=O)N(CC(=O)NC1CCCC1)Cc1ccccc1Cl)Nc1ccccn1,18.2,-16.4
-8.2,-2.3,2.3,-0.7,-20.3,/,104.5,2.8,-2.3,CC(C)C[C@@H](CN1CCC[C@@H]1CN1C(=O)C(=O)NC[C@@H]1Cc1ccccc1)N1C[C@H](Cc2ccc(O)cc2)N(CC2CCCCCC2)C(=O)C1=O,/,-3.7
4.0,-5.7,5.7,3.7,2.2,30.7,99.0,6.7,-53.1,CC(C)C1Cc2c(sc3c2c(=O)n(-c2ccccc2)c2n[nH]c(=S)n32)CO1 (centres undefined),12.5,1.9
-6.8,6.4,-6.4,-2.9,7.8,3.2,109.4,-18.5,-20.2,COc1cc2c(cc1OC)CN(CC(=O)Nc1ccc(S(=O)(=O)N(C)C)cc1)CC2,-12.9,-3.1
4.0,-23.8,23.8,0.6,1.7,-2.0,106.1,10.5,6.8,O=C1NC(=O)/C(=C/C(=O)N2CCOCC2)S1,/,-3.6
-3.2,-14.9,14.9,0.1,-85.3,/,114.3,-7.7,9.0,O=C(O)CCCc1ccc2c(c1)CCc1ccccc1-2,3.8,-6.5
-7.8,-6.2,6.2,-3.4,6.2,2.6,126.0,-10.4,-21.1,Cc1ccc(S(=O)(=O)Nc2cccc(S(=O)(=O)Nc3ccccc3C(=O)O)c2)c(C)c1,-2.6,-6.9
7.1,1.2,/,0.1,-5.0,0.8,107.8,9.7,24.1,COc1ccc(C(=O)NC(=S)N2CCNC(=O)C2CC(=O)OC(C)C)cc1 (centres undefined),-1.8,-9.1
-9.5,-5.1,5.1,2.9,8.6,2.8,94.9,3.6,-10.5,CCOC(=O)C1CCN(C(=O)c2cc3c(C)cc(C)cc3[nH]2)CC1,-0.4,5.5
-4.7,-29.9,29.9,-0.9,55.3,0.5,103.5,-9.9,0.2,COc1ccc(/C(N)=C/C(=O)C(C)(C)C)cc1,59.8,-20.2

# High-throughput results deposited in PubChem BioAssay by several laboratories.
